HPDE-C7 cytotoxicity: cytotoxicity in HPDE-C7 cells, cell-based, fluorescence, HTS (AID 430). HPDE-C7 pancreatic duct cells viability, fluorescence; higher % means a stronger effect. cytotoxicity, % at 10 µM, or EC50 in µM where a hit was titrated. 1.8% of 63,000 active;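 further: cells exposed to compound for 48 hours before viability readout; 0% = vehicle and 100% = reference cytotoxic drug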
Bfl-1 displacement: Bfl-1 inhibitors, primary screen, biochemical, fluorescence polarization, FITC-Bid, mouse (AID 432). displacement, % at 20 µM, or IC50 in µM where a hit was titrated. FITC-Bid BH3 peptide fluorescence polarization displacement; higher % means a stronger effect. 0.02% of 64,000 active. Bcl-2-related protein A1 (Mus musculus); in the data active means a potency from the dose series; inactive means the rest, 99 in 100 with displacement below about 15%; further: strong numbers were not always called active
LYP inhibition: LYP phosphatase inhibitors, primary screen, biochemical, DiFMUP fluorescence, recombinant catalytic domain, 10 µM (AID 606) | Tyrosine-protein phosphatase non-receptor type 22 (Homo sapiens) | recombinant LYP catalytic domain, DiFMUP fluorescence; higher % means a stronger effect | inhibition, % at 10 µM, or IC50 in µM where a hit was titrated | 52,000 tested, under 10 active;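 active means IC50 under 40 µM in the dose-response test; inactive means IC50 of 40 µM or more, or never dose-tested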
Spn DPM-DC inh: S. pneumoniae DPM-DC inhibitors, primary screen, biochemical, PK/LDH-coupled NADH fluorescence. calls only at 10 µM. purified DPM-DC. diphosphomevalonate decarboxylase (Streptococcus pneumoniae D39). 0.49% of 65,000 active. AID 556, 2006;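 active means the 320 compounds with the highest percent inhibition in the single-dose primary screen, excluding strongly autofluorescent ones, cut at about 32% in these data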;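 further: kinetic rate of NADH fluorescence loss reporting ADP formed by the decarboxylase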
Spn PMK inh: S. pneumoniae PMK inhibitors, primary screen, biochemical, mevalonate pathway, pilot trial included; phosphomevalonate kinase (Streptococcus pneumoniae D39); purified PMK, PK/LDH-coupled NADH absorbance 340 nm; inhibition, % at 10 µM; 0.49% of 65,000 active; AID 539, 2006;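 active means top-ranked compounds by inhibition in the single 10 µM screen, taking a fixed number of the strongest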;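 further: 0% = full reaction with DMSO carrier and 100% = background rate without enzyme reaction; no value below 0 was filed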
Alkaline phosphatase: human TNAP enzyme inhibitors, biochemical, luminescent (AID 518); Alkaline phosphatase, tissue-nonspecific isozyme (Homo sapiens); 0.09% of 64,000 active; purified TNAP enzyme, luminescent substrate readout; higher % means a stronger effect; inhibition, % at 20 µM, or IC50 in µM where a hit was titrated; in the data active means a potency from the dose series; inactive means the rest, 99 in 100 with inhibition below about 22%;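 further: plate controls were vehicle for no effect and reference inhibitor for full effect; many of its hits are not listed in these tables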
HT1080 viability: cytotoxicity in HT1080 fibrosarcoma cells, cell-based, fluorescence readout (AID 620); cytotoxicity, % at 10 µM, or EC50 in µM where a hit was titrated; HT1080 viability, fluorescence; higher % means a stronger effect; 0.42% of 87,000 active;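 further: cells exposed to compound overnight then 4 h with Alamar Blue; 0% = vehicle DMSO and 100% = killing control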
MK inhibit: S. pneumoniae MK inhibitors, primary screen, biochemical, PK/LDH-coupled NADH absorbance | mevalonate kinase [Streptococcus pneumoniae D39] | purified MK, PK/LDH-coupled NADH absorbance 340 nm | inhibition, % at 10 µM | 0.48% of 65,000 active;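 active means ranked among the strongest by inhibition in the single 10 µM screen, a fixed top-ranked set picked for dose follow-up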; further: no value below 0 was filed
HPDE-C7K KRASV12: cytotoxicity in KRAS-transformed pancreatic duct cells, primary screen, cell-based, fluorescence, HTS (AID 431); HPDE-C7K KRASV12 cells, Alamar Blue viability, 48 h; higher % means a stronger effect; cytotoxicity, % at 10 µM, or EC50 in µM where a hit was titrated; 1.7% of 63,000 active;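 active means compounds whose percent cytotoxicity in the single-dose primary screen, scaled between solvent and toxic-drug controls, exceeds 50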;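 further: 0% = DMSO solvent wells and 100% = doxorubicin-treated wells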
Spn PMK inh pilot replicates: second read-out of Spn PMK inh, no call of its own (marks repeat the call); inhibition, %; measured here: pilot screen replicates
MK inhibit pilot replicates: also measured in MK inhibit; calls as there; inhibition, %; measured here: pilot screen replicates
Spn DPM-DC inh pilot screen %: recorded beside Spn DPM-DC inh, whose call it bears; inhibition, %; measured here: pilot screen trials
Numbers without * were called inactive; i = inactive; . = no result given. Unless noted, no stated cut-off is given here; in the data, active means cytotoxicity above about 50%; inactive means the rest.

SMILES	HPDE-C7 cytotoxicity	Bfl-1 displacement	LYP inhibition	Spn DPM-DC inh	Spn PMK inh	Alkaline phosphatase	HT1080 viability	MK inhibit	HPDE-C7K KRASV12	others
COc1ccc(-c2nc(-c3ccncc3)no2)cc1OC	-17%	-2%	.	i	13	2%	-7%	0	-16%
COc1ccccc1CNC(=O)Cn1cnc2ccccc2c1=O	-26%	-4%	10%	i	0	7%	5%	7	-22%
O=C(CSc1nc(O)c(Cc2ccccc2)c(=O)[nH]1)Nc1ccccc1	-3%	-1%	9%	i	0	19%	-2%	4	10%	Spn PMK inh pilot replicates=2.0;MK inhibit pilot replicates=2.5;Spn DPM-DC inh pilot screen %=0.0
CC1(C)CNC(=O)c2sc(N3CCOCC3)nc2C1	9%	-3%	.	i	0	14%	3%	2	-2%	Spn PMK inh pilot replicates=1.5;MK inhibit pilot replicates=2.0;Spn DPM-DC inh pilot screen %=0.5
O=c1oc2ccccc2c2c1ncn2CCN1CCOCC1	5%	-8%	12%	i	1	3%	2%	6	-2%
COc1ccccc1N=C1SC(C)CN1C(=O)C1CCC1 (stereo not drawn)	-8%	-6%	.	i	0	11%	27%	5	-6%
O=C(c1c(F)cccc1F)N1CCC(O)(c2cccnc2)CC1	11%	-4%	.	i	13	4%	-2%	10	4%
CN1CCc2c(sc3ncn4nc(-c5ccccc5O)nc4c23)C1	16%	9%	.	i	5	12%	.	0	-2%
COc1cc(-c2c(C#N)c(N)nc3c2CCCC3)ccc1O	-29%	-4%	.	i	12	11%	-21%	0	-24%
Cc1cc(C)c(-n2c(O)c(C=NCCN3CCOCC3)c(=O)[nH]c2=O)c(C)c1	1%	-8%	.	i	8	5%	-1%	2	4%
O=C(CN(c1ccc(F)cc1)S(=O)(=O)c1ccc2c(c1)OCCO2)NCC1CCCO1 (stereo not drawn)	5%	8%	7%	i	0	18%	18%	9	7%	Spn PMK inh pilot replicates=5.0;MK inhibit pilot replicates=4.0;Spn DPM-DC inh pilot screen %=0.0
CCCC(=O)c1ccc(N2CCN(C(=O)c3ccccc3Br)CC2)c(F)c1	9%	2%	11%	i	0	10%	6%	11	19%
CCOC(=O)c1oc2ccc3c(c2c1C)C(=O)CC1(CCN(C(=O)OCC)CC1)O3	4%	-10%	7%	i	5	0%	-5%	9	-7%
CCCC(=O)Nc1cnc(NC(=O)c2cccc(F)c2)cc1C	-8%	2%	1%	i	19	15%	-5%	0	10%	Spn PMK inh pilot replicates=0.5;MK inhibit pilot replicates=2.0;Spn DPM-DC inh pilot screen %=0.0
COCCn1nnnc1C(c1ccccc1OC)N1CCc2ccccc2C1 (stereo not drawn)	-7%	0%	-7%	i	18	14%	-9%	7	-10%	Spn PMK inh pilot replicates=4.5;MK inhibit pilot replicates=0.0;Spn DPM-DC inh pilot screen %=0.0
COC(=O)C1=C(C)NC(C)=C(C(=O)OC)C1c1ccc(NC(C)=O)cc1	8%	0%	15%	i	9	-5%	-2%	1	7%
Cc1ccc(C)c(Cn2cnc3c(nnn3-c3ccc(F)cc3)c2=O)c1	-1%	2%	2%	i	9	3%	12%	4	6%
Cc1ccccc1-n1nc2c(c1NC(=O)c1ccc(Br)o1)CSC2	-7%	2%	0%	i	18	11%	-8%	2	2%
C(=N\n1cnnc1)/c1cn(Cc2ccccc2)c2ccccc12	-3%	-7%	10%	i	0	8%	5%	3	9%
COc1cccc(C(=O)Nc2ccccc2N2CCCC2)c1	9%	0%	14%	i	19	10%	0%	12	-4%

Looked up by compound from the list above, two records:
SMILES	HPDE-C7 cytotoxicity	Bfl-1 displacement	LYP inhibition	Spn DPM-DC inh	Spn PMK inh	Alkaline phosphatase	HT1080 viability	MK inhibit	HPDE-C7K KRASV12	others
CCOC(=O)c1oc2ccc3c(c2c1C)C(=O)CC1(CCN(C(=O)OCC)CC1)O3	4%	-10%	7%	i	5	0%	-5%	9	-7%
COC(=O)C1=C(C)NC(C)=C(C(=O)OC)C1c1ccc(NC(C)=O)cc1	8%	0%	15%	i	9	-5%	-2%	1	7%

The list goes on:
SMILES	HPDE-C7 cytotoxicity	Bfl-1 displacement	LYP inhibition	Spn DPM-DC inh	Spn PMK inh	Alkaline phosphatase	HT1080 viability	MK inhibit	HPDE-C7K KRASV12	others
COc1cc(C2C(C#N)=C(C)NC3=C2C(=O)CC(C)(C)C3)ccc1OCCO (stereo not drawn)	2%	-10%	.	i	12	4%	-1%	4	11%
COc1ncnc2c1NC(=O)CS2	-23%	-2%	-5%	i	23	6%	6%	8	-27%
O=C(NCc1cccs1)C1CCC(=O)N1C1CCCCC1 (stereo not drawn)	-7%	0%	6%	i	18	10%	3%	0	-5%
COc1ccc(N2CCN(C(=O)CSc3nnc(-c4cccnc4)n3-c3ccccc3)CC2)cc1	10%	-1%	-3%	i	6	16%	-11%	8	-1%
Cc1ccc2c(c1)cc(CN(Cc1ccco1)S(=O)(=O)c1ccccc1)c1nnnn12	0%	-8%	.	i	16	13%	11%	0	6%
O=C(NCc1ccccc1)C(c1cccs1)N(C(=O)c1csnn1)C1CC1 (stereo not drawn)	-30%	-6%	-4%	i	12	10%	-5%	7	-17%
O=C(Nc1ccccc1N1CCN(c2ccc(F)cc2)CC1)C1CCCCC1	-6%	-3%	.	i	11	-1%	-1%	12	-6%
c1ccc(CSc2nnc(-c3cccs3)o2)cc1	-8%	3%	17%	i	12	16%	-33%	9	-3%
CC(=O)N(CN1C(=O)C2CC=CCC2C1=O)c1cccc(Cl)c1 (stereo not drawn)	-22%	-2%	9%	i	17	5%	5%	.	-14%
CC1NC(=O)NC1CCCCCC(=O)NCCc1ccccc1 (stereo not drawn)	-8%	0%	-8%	i	4	6%	-7%	5	-8%	Spn PMK inh pilot replicates=0.0;MK inhibit pilot replicates=0.0;Spn DPM-DC inh pilot screen %=0.0
COCCCNC(=O)c1c(F)c(F)c(F)c(F)c1F	-4%	9%	4%	i	13	8%	2%	3	4%
CCOc1ccc(N2C(=O)CC(N3CCN(C(=O)CN4CCCC4)CC3)C2=O)cc1 (stereo not drawn)	3%	-5%	-4%	i	10	8%	-3%	8	-7%
CN1C(c2ccc(F)cc2)=CS/C1=C(\C#N)c1nnc2n1-c1ccccc1SC2	-4%	0%	13%	i	5	6%	-9%	10	-10%
O=C(Nc1nc(-c2ccncc2)cs1)C1COc2ccccc2O1 (stereo not drawn)	-9%	6%	-4%	i	11	14%	.	11	-4%	Spn PMK inh pilot replicates=0.5;MK inhibit pilot replicates=2.0;Spn DPM-DC inh pilot screen %=3.5
CC1CCN(CCCNC(=O)c2coc3nc4ccccc4nc23)CC1	0%	3%	.	.	10	8%	-2%	7	3%	Spn PMK inh pilot replicates=0.0;MK inhibit pilot replicates=0.0
Cc1c(Nc2cc(=O)oc3ccccc23)c(=O)n(-c2ccccc2)n1C	-4%	-7%	0%	i	0	9%	0%	23	-2%
Cc1cc2ncc(C(=O)Nc3ccccc3)c(C)n2n1	-4%	-4%	-17%	i	0	12%	-1%	9	17%	Spn PMK inh pilot replicates=2.5;MK inhibit pilot replicates=3.5;Spn DPM-DC inh pilot screen %=2.5
COCCn1c(Cc2ccccc2)nnc1SCC(=O)N(C)C	-12%	-6%	5%	i	17	8%	10%	5	-9%
COc1cccc(NC(=O)C2CCCN2C(=O)Nc2cccc(F)c2)c1 (stereo not drawn)	10%	-5%	2%	i	2	12%	17%	1	4%	Spn PMK inh pilot replicates=1.5;MK inhibit pilot replicates=0.0;Spn DPM-DC inh pilot screen %=1.5
COc1ccccc1N1CCN(c2cc(C)nc3nc(C)nn23)CC1	4%	-1%	-4%	i	9	11%	-4%	7	6%
CCCCCCn1c(SCC(=O)c2ccccc2)nc2c1c(=O)[nH]c(=O)n2C	6%	-11%	7%	i	1	3%	-1%	1	8%
CC1CCN(C(=O)Cn2c(SCC(=O)Nc3nccs3)nc3ccccc32)CC1	-4%	-6%	3%	i	10	1%	-3%	3	-7%
O=C(Nc1ccc(N2CCOCC2)cc1)c1cnsn1	-20%	-8%	-12%	i	0	1%	-2%	2	-14%
O=C(Cc1cccs1)N1CCCC(c2nc3c(nnn3Cc3ccc(F)cc3)c(=O)[nH]2)C1 (stereo not drawn)	4%	1%	-17%	i	11	8%	-1%	5	8%
CCN1C(=O)CC(N2CCN(C(c3ccccc3)c3ccccc3)CC2)C1=O (stereo not drawn)	-9%	-6%	2%	i	0	6%	-11%	5	-9%
COc1ccc(OC)c(C(c2nnnn2C2CCCC2)N2CCN(c3ccccc3)CC2)c1 (stereo not drawn)	-5%	-5%	13%	i	11	10%	-9%	9	-2%
O=C(O)CCC(=O)N1CCN(c2cccc(Cl)c2)CC1	-4%	-2%	3%	i	0	4%	12%	0	-6%
Cc1cccc(-n2ncc3c(N4CCc5ccccc54)ncnc32)c1	-7%	3%	.	.	0	-2%	0%	6	-16%

A draw from above in order of molecular weight, rising.
SMILES	HPDE-C7 cytotoxicity	Bfl-1 displacement	LYP inhibition	Spn DPM-DC inh	Spn PMK inh	Alkaline phosphatase	HT1080 viability	MK inhibit	HPDE-C7K KRASV12	others
Cc1cc2ncc(C(=O)Nc3ccccc3)c(C)n2n1	-4%	-4%	-17%	i	0	12%	-1%	9	17%	Spn PMK inh pilot replicates=2.5;MK inhibit pilot replicates=3.5;Spn DPM-DC inh pilot screen %=2.5
O=C(Nc1ccc(N2CCOCC2)cc1)c1cnsn1	-20%	-8%	-12%	i	0	1%	-2%	2	-14%
O=C(O)CCC(=O)N1CCN(c2cccc(Cl)c2)CC1	-4%	-2%	3%	i	0	4%	12%	0	-6%
COc1ccccc1N1CCN(c2cc(C)nc3nc(C)nn23)CC1	4%	-1%	-4%	i	9	11%	-4%	7	6%
Cc1c(Nc2cc(=O)oc3ccccc23)c(=O)n(-c2ccccc2)n1C	-4%	-7%	0%	i	0	9%	0%	23	-2%
COc1cccc(NC(=O)C2CCCN2C(=O)Nc2cccc(F)c2)c1 (stereo not drawn)	10%	-5%	2%	i	2	12%	17%	1	4%	Spn PMK inh pilot replicates=1.5;MK inhibit pilot replicates=0.0;Spn DPM-DC inh pilot screen %=1.5
CCN1C(=O)CC(N2CCN(C(c3ccccc3)c3ccccc3)CC2)C1=O (stereo not drawn)	-9%	-6%	2%	i	0	6%	-11%	5	-9%
CCCCCCn1c(SCC(=O)c2ccccc2)nc2c1c(=O)[nH]c(=O)n2C	6%	-11%	7%	i	1	3%	-1%	1	8%
CC1CCN(C(=O)Cn2c(SCC(=O)Nc3nccs3)nc3ccccc32)CC1	-4%	-6%	3%	i	10	1%	-3%	3	-7%
COc1ccc(OC)c(C(c2nnnn2C2CCCC2)N2CCN(c3ccccc3)CC2)c1 (stereo not drawn)	-5%	-5%	13%	i	11	10%	-9%	9	-2%
O=C(Cc1cccs1)N1CCCC(c2nc3c(nnn3Cc3ccc(F)cc3)c(=O)[nH]2)C1 (stereo not drawn)	4%	1%	-17%	i	11	8%	-1%	5	8%

From PubChem BioAssay
